# High-throughput results from PubChem.
# TrxR1 substrate – qHTS Assay for Substrates of Mammalian Selenoprotein Thioredoxin Reductase 1 (TrxR1): qHTS; purified TrxR1 substrate turnover, NADPH consumption readout; Potency, µM (highest dose often 114 µM), for inactives: at the highest dose activity change, negative = substrate turnover; hit rate 0.01% among 390,000; also: potency is read from the fitted curve at half-maximal effect; % is scaled to controls: 0 for no effect and ±100 for the full control effect; nearly all actives have a fitted effect of over 50% in size
#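 Rat TrxR1, dispensed at 90 nM, was prereduced with 400 uM NADPH (final) for 5 min at ~22 deg C, then incubated with compound 15 min before 400 uM selenite. A first-read NADPH fluorescence drop versus no-compound background flagged substrates.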
# Pin1 inhibitor – qHTS Assay to Find Inhibitors of Pin1; Potency, µM (top dose mostly 115 µM), for the others: top-dose activity, negative = inhibition, most hits filed as inhibitors; Pin1 FP peptide displacement, HiFluor488, 10 min; AID 504891, 2011; hit rate 0.009% among 390,000; active = well fitted inhibition curve with a large enough effect in the polarisation, with a control signal flat, not every such curve was filed as active; inconclusive = small, poorly fitted or top-dose-only effect, or effect the other way, or a change in a side signal; inactive = no such curve, though single readings can be large or run the other way; the % refers to the polarisation; also: potency is read from the fitted curve at half-maximal effect; % is scaled to controls: 0 for no effect and ±100 for the full control effect
# Target sequence (Q13526 whole entry, looked up): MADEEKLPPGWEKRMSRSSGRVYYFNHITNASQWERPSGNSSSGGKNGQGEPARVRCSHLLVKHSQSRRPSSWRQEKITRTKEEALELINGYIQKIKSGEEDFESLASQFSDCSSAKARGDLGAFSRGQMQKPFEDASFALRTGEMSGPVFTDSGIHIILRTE
# TRHR enhancer – qHTS for Small Molecule Agonists and Allosteric Enhancers of Human TRH Receptor: Primary Screen for Enhancers. TRHR cells, fluo-8 calcium fluorescence, EC20 TRH enhancement. Thyrotropin-releasing hormone receptor (Homo sapiens), P34981. enhancement, % at 2 µM. AID 493056, 2011. hit rate 0.66% among 360,000; in the data active = enhancement above about 30%; also: 0% is about no effect
#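 Enhancer read-out: after compound pinning and an initial kinetic agonist-mode read, an EC20 of TRH (10 nM final) was injected and fluo-8 calcium signal (Ex 480/Em 530) followed at 1 s/cycle for 100 cycles in TRHR-expressing cells.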
# D2 agonist – HTS Assay for Allosteric Agonists of the Human D2 Dopamine Receptor: Primary Screen for Agonists; D(2) dopamine receptor (Homo sapiens), P14416; HEK293 T-REx D2 cells, calcium flux agonist mode; activation, % at 2 µM; hit rate 0.53% among 340,000; AID 485358, 2010;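 active = activation over 3 SD above normal in the single-dose calcium agonist read, cut at about 30% in these data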; also: 0% is about no effect
# Target sequence (P14416 whole entry, looked up): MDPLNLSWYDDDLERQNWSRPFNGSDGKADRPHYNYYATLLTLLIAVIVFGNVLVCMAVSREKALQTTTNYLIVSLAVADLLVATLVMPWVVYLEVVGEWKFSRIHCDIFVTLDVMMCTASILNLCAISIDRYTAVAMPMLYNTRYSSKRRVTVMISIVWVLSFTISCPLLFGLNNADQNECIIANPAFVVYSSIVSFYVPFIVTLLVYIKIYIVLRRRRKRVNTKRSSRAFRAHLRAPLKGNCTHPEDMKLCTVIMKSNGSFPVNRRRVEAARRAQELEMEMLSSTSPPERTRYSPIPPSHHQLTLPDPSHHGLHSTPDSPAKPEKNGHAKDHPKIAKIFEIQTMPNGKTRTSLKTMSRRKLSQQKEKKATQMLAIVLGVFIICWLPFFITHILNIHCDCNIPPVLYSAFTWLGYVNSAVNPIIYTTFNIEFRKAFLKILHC
#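 Tetracycline-induced HEK293 Trex cells with D2 receptor force-coupled to calcium signaling, plated overnight at 30 C and loaded with no-wash calcium dye. Calcium flux read kinetically for 180 s after compound addition; responses flag agonists.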
# rTrxR1 inhibitor – qHTS Assay for Inhibitors of Mammalian Selenoprotein Thioredoxin Reductase 1 (TrxR1): qHTS; Thioredoxin reductase 1, cytoplasmic (Rattus norvegicus), O89049; recombinant rTrxR1, NADPH fluorescence consumption, selenite substrate; Potency, µM (series often up to 114 µM), for inactives: top-dose activity change, negative = inhibition, hits mostly inhibitors; hit rate 1% among 390,000; AID 588453, 2011; also: potency is read from the fitted curve at half-maximal effect; % is scaled to controls: 0 for no effect and ±100 for the full control effect; nearly all actives have a fitted effect of over 65% in size
#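 Rat TrxR1 (90 nM in the dispensed reagent) was pre-reduced with 400 uM NADPH for 5 min at room temperature, then incubated with compound for 15 min. After 400 uM selenite was added, NADPH fluorescence (Ex 340/Em 450 nm) was followed for 8 min.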
# D2 antag – HTS Assay for Allosteric Antagonists of the Human D2 Dopamine Receptor: Primary Screen for Antagonists; D(2) dopamine receptor (Homo sapiens), P14416; HEK293 TREx D2 cells, calcium flux, dopamine EC80; inhibition, % at 10 µM; hit rate 2% among 340,000; AID 485344, 2010; in the data active = inhibition above about 30%; also: 0% is about no effect
#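 Calcium flux kinetic readout in an inducible HEK293 TREx D2 line plated overnight at 30 C. After 180 s compound exposure, an EC80 dopamine challenge follows with another 180 s kinetic read to detect antagonism.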
# USP1-UAF1 inh – Inhibitors of USP1/UAF1: Primary Screen. recombinant USP1/UAF1, Ub-Rhodamine cleavage fluorescence. Potency, µM (titrated, usually from 57.1 µM), for the others: at the top dose activity change, negative = inhibition, most hits filed as inhibitors. hit rate 0.23% among 390,000; also: potency is read from the fitted curve at half-maximal effect; % is scaled to controls: 0 for no effect and ±100 for the full control effect; nearly all actives have a fitted effect of over 60% in size; inactives centre near -12
#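 High-throughput fluorogenic screen: 1nM USP1/UAF1 complex, Ub-Rho substrate 150nM final, 50mM HEPES pH 7.8 with 0.5mM EDTA, 0.1 mg/ml BSA, 1mM TCEP and 0.01% Tween-20.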
# TRHR ag – qHTS for Small Molecule Agonists and Allosteric Enhancers of Human TRH Receptor: Primary Screen for Agonists | activation, % at 2 µM | AID 493084, 2011 | Thyrotropin-releasing hormone receptor (Homo sapiens), P34981 | hit rate 0.18% among 360,000 | TRHR cells, calcium flux fluo-8, FDSS agonist mode; in the data active = activation above about 30%; also: 0% is about no effect
#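 Fluo-8-loaded TRHR cells; 10 s baseline, compound added, kinetic Ca2+ fluorescence read 1/s, agonist mode.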
# IDH1 R132H inh – qHTS for Inhibitors of mutant isocitrate dehydrogenase 1 (IDH1): qHTS; IDH1-R132H enzyme, NADPH consumption, diaphorase/resazurin fluorescence; Potency, µM (titrated, usually from 76.6 µM), without a hit: top-dose activity change, negative = inhibition, usual class: inhibitors; hit rate 0.093% among 390,000; also: potency is read from the fitted curve at half-maximal effect; % is scaled to controls: 0 for no effect and ±100 for the full control effect; nearly all actives have a fitted effect of over 65% in size
# Target sequence (O75874 whole entry R132H, stated change not applied): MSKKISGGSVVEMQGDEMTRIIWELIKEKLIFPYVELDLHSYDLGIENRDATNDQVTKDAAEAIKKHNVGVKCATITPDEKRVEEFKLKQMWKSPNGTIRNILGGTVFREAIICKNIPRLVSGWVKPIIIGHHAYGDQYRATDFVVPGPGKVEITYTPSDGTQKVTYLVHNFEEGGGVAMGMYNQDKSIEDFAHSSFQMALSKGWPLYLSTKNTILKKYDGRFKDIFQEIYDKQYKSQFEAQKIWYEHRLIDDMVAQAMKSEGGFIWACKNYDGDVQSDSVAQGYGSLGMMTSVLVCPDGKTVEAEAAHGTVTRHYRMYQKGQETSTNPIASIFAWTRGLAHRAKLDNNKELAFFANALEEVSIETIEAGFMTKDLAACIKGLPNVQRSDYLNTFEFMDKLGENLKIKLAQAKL
#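 IDH1-R132H (0.5 ug/mL dispensed) in pH 7.5 Tris buffer was preincubated 30 min with compound, then given a substrate mix of 0.016 mM NADPH and 2 mM alpha-KG for 80 min at room temperature; remaining NADPH was read by diaphorase/resazurin fluorescence.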
# * marks the source's active call; other numbers are inactive results; ? = inconclusive; . = no result given; & = joins results of further samples; [ ] = another dose, or the depositor's remark. Unless noted, calls follow the shape of the dose curve; as a rule, active = well fitted inhibition curve with a large enough effect; inconclusive = small, poorly fitted or top-dose-only effect; inactive = no such curve, though single readings can be large or run the other way. These rows are one share of the data; rates above refer to the full screens.
SMILES	TRHR ag	rTrxR1 inhibitor	D2 antag	TRHR enhancer	USP1-UAF1 inh	D2 agonist	TrxR1 substrate	Pin1 inhibitor	IDH1 R132H inh
CCCCCCC[C@@H](C/C=C/CCC(=O)N(C)C/C(=C/Cl)C/C(=C\C(=O)N1CC(OC)=CC1=O)OC)OC	.	3%	.	.	?	.	-17%	10%	-1%[38.3 µM]
CCc1nnc(NC(=O)CSc2nc3c(c(=O)n2C)SC(C)C3)s1 (stereo unspecified)	0.1	9%[57.1 µM]	-2	5	-16%	-2.7	5%[57.1 µM]	1%	0%
COc1ccc(C2=C(C)C(=O)N(Cc3ccc(C(=O)Nc4ccc(F)cc4C)cc3)S2(=O)=O)cc1	0.7	49%[activator][57.1 µM]	.	-8	-4%	0.0	107%[activator][57.1 µM]	9%	.
CCCCOC(=O)C1=C(C)NC(=O)NC1c1cccc([N+](=O)[O-])c1 (stereo unspecified)	-2.2	1%	24	11	-7%	-1.2	-5%	-1%	-9%
Fc1ccc(CSc2ncnc3nc[nH]c23)cc1	0.0	17%	-9	-9	?	0.6	7%	-5%	-3%
CCOc1cc(Cl)c(NC(=O)c2ccco2)cc1OCC	-0.7	18%[57.1 µM]	13	16	-5%	-1.1	11%	-2%	20%
CN(C)S(=O)(=O)c1cccc(NC(=O)COC(=O)CCSc2ccc(Cl)cc2)c1	-0.7	4%[57.1 µM]	19	-2	-8%	-0.8	2%[57.1 µM]	12%	0%
COc1ccc(NC(=S)N(CCCN2CCCC2)Cc2ccco2)cc1	0.2	9%[57.1 µM]	8	-3	-6%	0.0	2%[57.1 µM]	0%	2%
COc1ccc(Nc2oc(COc3ccccc3F)nc2C#N)cc1	-0.2	?	8	16	-14%	0.3	4%[57.1 µM]	35%[activator]	-1%
CC(=O)Nc1ccc(OCC(O)CNC(C)C)cc1 (stereo unspecified)	.	21%	.	.	-14%	.	5%	-5%	-6%
CC(C)NC(=S)N1CCCN(c2ncccc2[N+](=O)[O-])CC1	-0.5	8%	18	5	-22%	0.0	-4%	-1%	1%
CC1=NN(C)C(=O)C1Cc1c(F)cccc1Cl (stereo unspecified)	.	10%[57.1 µM]	.	.	-26%	.	8%[57.1 µM]	-6%	-8%
COc1ccc(C(O)(c2ccccc2OC)C(CN2CCOCC2)c2ccccc2)cc1 (stereo unspecified)	-0.5	19%[57.1 µM]	-12	-6	?	-1.0	0%[57.1 µM]	-1%	7%
O=C(CSc1nnc(CNC(=O)c2ccc(F)cc2)o1)Nc1ccc2c(c1)OCO2	-0.1	3%	-3	2	-7%	-0.5	-2%	-2%	4%
CCCN1CCC(=O)N([C@H](CSc2ccc(Br)cc2)Cc2ccccc2)CC1	0.3	-1%	-11	-17	-13%	-0.1	-3%	-4%	2%
CCNC(=O)c1cc(S(=O)(=O)N(C)C)c(Cl)cc1Cl	0.6	10%[57.1 µM]	-4	-1	-4%	1.0	2%	-8%	4%
COc1cccc2c1OCC([C@@H]1C[C@H]3CN(Cc4cccc(Cl)c4)C(=O)[C@]34CCCN14)=C2	-1.8	-19%	3	-4	-27%	-0.3	-5%	1%	-4%
c1ccc(-c2cn(CC3CCCCC3)nn2)cc1	-1.6	26%&2%	9	-8	-19%	4.0	0%&1%	3%	7%
Cc1c(Cl)ccc(S(=O)(=O)NCCN2CCOCC2)c1Cl	0.1	2%	14	-2	-10%	0.6	-2%	-2%	-1%
O=C(CSc1ccc(-c2cccnc2)nn1)Nc1ccccc1F	0.3	-18%	1	1	-2%	0.1	-16%	4%	3%
O=C1CCCN1CC(O)CS(=O)(=O)Cc1ccccc1Cl (stereo unspecified)	1.8	2%	10	-7	-16%	1.6	-1%	3%	-6%
COC(=O)C1CCCCN1C(=O)c1ccc2oc(Cc3ccccc3)nc2c1 (stereo unspecified)	-0.9	-1%	10	7	-4%	0.6	-3%	-2%	-3%
CC(=O)Nc1ccc(NC(=O)COC(=O)c2cc(S(=O)(=O)N(C)C)ccc2N2CCCC2)cc1	1.3	-5%	-4	15	-1%	0.0	-9%	-2%	3%
CCOC(=O)NC1(NCC(C)C)Oc2ccccc2O1	0.5	?	-17	12	-12%	-0.2	5%[57.1 µM]	-14%	-1%
CNC(=S)NNC(=O)c1oc2nc(-c3ccccc3)cc(-c3ccco3)c2c1N	13	-19%	-23	-12	15%	2.2	-16%	?	-6%
CCN(C[C@H]1N[C@@](Cc2ccccc2)(C(=O)OC)[C@H]2C(=O)N(C)C(=O)[C@@H]12)C(=O)COC	.	5%	.	.	-8%	.	-6%	0%	-4%
O=C(Nc1ccc2oc(=O)ccc2c1)c1cc([N+](=O)[O-])ccc1N1CCOCC1	1.1	8%	.	-5	-24%	.	-8%	-2%	5%
COc1ccc(NC(=O)COC(=O)C2CC(=O)N(Cc3ccc(C)cc3)C2)cc1 (stereo unspecified)	-0.1	16%[57.1 µM]	-13	2	-8%	-0.3	5%[57.1 µM]	-2%	-6%
Cc1sc2ncn(CC(=O)NCCCC(=O)N3CCN(Cc4ccc5c(c4)OCO5)CC3)c(=O)c2c1C	-0.3	19%[57.1 µM]	-6	31*	-13%	2.5	8%[57.1 µM]	4%	-4%
Cc1cc(C)c2c(N)c(S(=O)(=O)Cc3ccccc3)sc2n1	2.0	5%	5	7	-15%	-0.7	8%	4%	2%
Cc1cc(C)n(CCN(C)c2nc3nonc3nc2NC2CC2)n1	0.3	-11%	2	9	-8%	-0.3	-8%	5%	-6%
Cc1cccc(C)c1NC(=S)NC(=O)c1ccccc1F	-0.8	?	-10	14	-18%	-1.3	-3%	-2%	2%
CCCN=C1N(CC)C[C@@H]2[C@@H]3C(=O)N(C)C(=O)[C@@H]3[C@](CC)(C(=O)OC)N12	.	29%	.	.	-18%	.	1%	2%	1%
COc1cccc(CNC(=O)Cn2ccc([N+](=O)[O-])n2)c1	0.1	25%	5	-10	5%	2.0	0%	-3%	4%
NCCCC[C@H](N)c1nnc([C@H](CC(=O)O)NC(=O)C2CCNCC2)o1	-0.3	7%[57.1 µM]	-2	1	-10%	0.0	-4%	0%	-4%
N#C/C(=C/c1ccc(Br)o1)C(N)=O	0.1	1%[57.1 µM]	16	-1	-16%	-0.5	-12%	8%	2%
CN(C)c1ccc2c(c1)C(=NO)c1ccccc1-2	.	0%[11.4 µM]	.	.	-26%	.	-4%[11.4 µM]	0%	4%
O=S(=O)(NC(=NC1CCCC1)C(F)(F)F)c1ccccc1	0.6	35%[57.1 µM]	-11	7	-7%	0.5	12%[57.1 µM]	-9%	7%
O=C(CN(Cc1ccccc1)S(=O)(=O)c1ccc2c(c1)OCCO2)N/N=C/c1cccc(Br)c1	0.9	6%	-4	5	-8%	0.3	-6%	4%	5%
C[C@@]12C(=O)N(CC3CCCO3)CC(=O)N1[C@@H]1c3ccccc3OC[C@@H]1[C@@H]2c1ccccc1 (stereo partly specified)	.	-5%	.	.	-13%	.	-1%	0%	-3%
COc1cc(/C=C2\SC(N)=NC2=O)ccc1OCC(=O)Nc1ccc(C)cc1	2.4	24%[11.4 µM]	9	0	-22%	3.1	11%[11.4 µM]	70%[activator]	-4%
COc1ccc(-c2csc(NC(=O)CSCC(=O)Nc3cc(C)on3)n2)cc1	-0.7	10%	-2	-4	-18%	-0.4	3%	1%	-5%
COc1ccc(/C=C/c2ccc(=O)n(Cc3ccccc3)n2)cc1	-2.1	4%[57.1 µM]	-9	-5	-5%	0.0	11%[57.1 µM]	-25%	1%
CSCCC(NC(=O)COc1ccccc1)C(=O)Nc1ccc(C)cc1 (stereo unspecified)	1.1	-1%[57.1 µM]	1	-2	-5%	-1.3	8%[57.1 µM]	10%	6%
CCC(=O)Nc1nc2ccccc2n1Cc1ccccc1C	-1.9	-15%	10	-5	1%	0.5	-6%	2%	-4%
CC(C)CC(=O)Nc1ccc([N+](=O)[O-])cc1Cl	0.2	2%	17	9	0%	-2.4	-1%	4%	1%
Cc1ccc(NC(=O)CCC(=O)OCC(=O)c2ccc(Oc3ccc([N+](=O)[O-])cc3)cc2)cc1C	0.9	-5%	-1	-7	-25%	1.5	-7%	6%	5%
N#Cc1c(-c2ccccc2)nc(-c2cccnc2)[nH]c1=O	-0.1	-3%[57.1 µM]	8	-1	3%	-1.5	7%[57.1 µM]	-10%	4%
COc1cccc(-c2nnn(C/C(N)=N/O)n2)c1	-0.6	2%	-2	-2	-17%	0.5	-4%	-8%	4%
COc1ccc(C(=O)NC2=NCCS2)c(OC)c1	-0.2	27%	8	-6	-14%	0.0	4%	-1%	-2%

# Reprinted at random: 2 entries already listed, in no set order.
SMILES	TRHR ag	rTrxR1 inhibitor	D2 antag	TRHR enhancer	USP1-UAF1 inh	D2 agonist	TrxR1 substrate	Pin1 inhibitor	IDH1 R132H inh
CCCN=C1N(CC)C[C@@H]2[C@@H]3C(=O)N(C)C(=O)[C@@H]3[C@](CC)(C(=O)OC)N12	.	29%	.	.	-18%	.	1%	2%	1%
Cc1ccc(NC(=O)CCC(=O)OCC(=O)c2ccc(Oc3ccc([N+](=O)[O-])cc3)cc2)cc1C	0.9	-5%	-1	-7	-25%	1.5	-7%	6%	5%
